Source: PubChem BioAssay
FBA Mtb inh – Mtb fructose-bisphosphate aldolase inhibition | 360,000 tested, 2.3% active | purified M. tuberculosis FBA, fluorescence read-out | P9WQA3 | inhibition, % at 1 µM; in the data active = inhibition above about 27%;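 also: 0% = vehicle and 100% = reference inhibitor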
BoNT A protease – inhibitors of Botulinum neurotoxin A light chain protease | multiplex microsphere protease substrate cleavage, flow cytometry | 360,000 tested, 0.17% active | inhibition, % at 10 µM; also: plate controls were buffer without enzyme for full effect and enzyme alone for no effect
Anthrax LF prot – blocks Bacillus anthracis lethal factor protease; P15917; multiplex microsphere protease cleavage assay, LF; inhibition, % at 10 µM; 360,000 tested, 0.12% active; AID 588501; also: plate controls were buffer without enzyme for full effect and enzyme alone for no effect
Target sequence (P15917 whole entry, looked up): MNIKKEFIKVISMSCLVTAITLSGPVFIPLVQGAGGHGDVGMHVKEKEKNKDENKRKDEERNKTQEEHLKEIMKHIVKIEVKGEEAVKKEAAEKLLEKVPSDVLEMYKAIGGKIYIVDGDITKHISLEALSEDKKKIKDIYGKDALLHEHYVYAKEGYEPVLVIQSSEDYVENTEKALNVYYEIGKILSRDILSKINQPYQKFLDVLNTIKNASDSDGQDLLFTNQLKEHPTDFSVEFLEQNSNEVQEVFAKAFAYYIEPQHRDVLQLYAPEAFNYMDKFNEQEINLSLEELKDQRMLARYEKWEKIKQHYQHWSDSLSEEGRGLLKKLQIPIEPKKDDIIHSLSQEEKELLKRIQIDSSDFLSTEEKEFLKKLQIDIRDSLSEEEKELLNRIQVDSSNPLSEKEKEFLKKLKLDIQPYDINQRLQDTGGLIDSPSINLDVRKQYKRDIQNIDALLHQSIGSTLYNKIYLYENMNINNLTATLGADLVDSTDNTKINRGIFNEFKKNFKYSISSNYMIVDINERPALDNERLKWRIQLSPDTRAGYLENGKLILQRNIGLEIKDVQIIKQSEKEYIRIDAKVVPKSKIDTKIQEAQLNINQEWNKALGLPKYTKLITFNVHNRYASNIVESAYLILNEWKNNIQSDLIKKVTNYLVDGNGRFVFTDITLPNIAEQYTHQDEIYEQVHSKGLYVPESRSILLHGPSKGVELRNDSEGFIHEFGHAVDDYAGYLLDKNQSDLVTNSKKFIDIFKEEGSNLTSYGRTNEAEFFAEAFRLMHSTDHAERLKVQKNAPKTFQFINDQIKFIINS
BioA inh – inhibitors of Mycobacterium tuberculosis BioA enzyme; 360,000 tested, 0.096% active; inhibition, % at 9.99 µM; AID 602481; purified M. tuberculosis BioA enzyme, plate reader; in the data active = inhibition above about 40%; inconclusive = no clear call, values can overlap the other calls
GDH-TPI counter – GDH-TPI coupled enzyme inhibition counter-screen | GDH-TPI coupled enzyme counterscreen, NADH absorbance | AID 588335 | 360,000 tested, 1.2% active | inhibition, % at 4.8 µM; in the data active = inhibition above about 30%;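 also: 0% = DMSO wells and 100% = wells lacking the enzyme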
BoNT F protease – BoNT F light chain protease inhibition | Multiplex microsphere protease cleavage assay, flow cytometry | inhibition, % at 10 µM | 360,000 tested, 0.22% active | AID 588497; in the data active = inhibition above about 35%, passing the limit was not always enough; inconclusive = no clear call, values can overlap the other calls; also: plate controls were buffer without enzyme for full effect and enzyme alone for no effect
FadD28 FP inh – M. tuberculosis FadD28 bisubstrate binding inhibition. FadD28 bisubstrate probe binding, fluorescence polarization. 360,000 tested, 0.22% active. inhibition, % at 12.5 µM. AID 588549; in the data active = inhibition above about 8.5%, passing the limit was not always enough; inconclusive = no clear call, values can overlap the other calls
Mtb UGM inh – Mtb UDP-galactopyranose mutase inhibition; purified UGM, fluorescence polarization probe displacement; 320,000 tested, 0.06% active; inhibition, % at 10 µM; in the data active = inhibition above about 10%, passing the limit was not always enough; inconclusive = no clear call, values can overlap the other calls
PfHsp40 yeast – compounds rescuing yeast from Plasmodium falciparum HSP40 toxicity; 340,000 tested, 0.68% active; growth rescue, % at 12.5 µM; S. cerevisiae expressing PfHsp40, growth rescue, ATP luminescence; in the data active = growth rescue above about 28%, passing the limit was not always enough; inconclusive = no clear call, values can overlap the other calls;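 also: yeast W303a lacking pdr1 and pdr3 grown in galactose medium; growth measured after three days at 30 °C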
Active calls of the source: *; ? = inconclusive; . = not tested or not shown; & = joins results of further samples. Rule as the data show it, unless noted: active = inhibition above about 30%; inconclusive = no clear call, values can overlap the other calls; inactive = below that.

SMILES	FBA Mtb inh	BoNT A protease	Anthrax LF prot	BioA inh	GDH-TPI counter	BoNT F protease	FadD28 FP inh	Mtb UGM inh	PfHsp40 yeast
Cc1onc(-c2ccccc2)c1C(=O)OCC(=O)Nc1ccc(C#N)cc1	0	-3.6	-5	4.9	6	-10	.	-3.1	0.3
COc1ccc(C(NC(=O)CNC(C)=O)C(=O)Nc2ccc3c(c2)OCCO3)cc1 (configuration not stated)	-1	1.1	1	-2.7	-1	7	-1.7	-1.4	-0.1
Cc1ccc(S(=O)(=O)N2CCCCC2C(=O)N2CCN(Cc3ccccc3)CC2)cc1 (configuration not stated)	1	0.1	4	1.3	-1	1	-1.6	-1.1	0.3
O=S(=O)(CCSc1nc2ccccc2s1)c1nc2ccccc2s1	-4	-1.6	-8	-1.2	5	-26	-3.7	4.0	16
Cn1nc(-c2ccc(Cl)cc2)c2cc(C(=O)NCc3ccco3)sc21	44*	-0.5	-1	-0.7	8	4	-0.5	1.1	2.2
Cc1cccc2c1cnn2C(=O)Nc1ccccc1Br	-3	0.4	1	-2.0	-1	?	-3.7	4.2	-0.6
COC(=O)c1ccc(Cl)c(NC(=O)CN2CCC(C)CC2)c1	0	-1.9	-2	-0.5	-2	-7	-5.2	-1.1	-2.1
Cc1ccc(C(=O)NCC2CCCO2)cc1[N+](=O)[O-] (configuration not stated)	-2	0.8	0	1.2	-6	2	-4.6	2.3	-0.9
Cc1ccc(S(=O)(=O)N(C)CC(=O)O/N=C(\N)c2cccnc2)cc1	3	-3.1	-2	1.1	7	-1	-2.9	-3.8	-0.8
Cc1ccc(CN2CCN(Cc3ccccc3-c3ccco3)CC2CCO)o1 (configuration not stated)	4	0.2	-3	0.4	1	-4	-2.0	0.0	1.6
CCc1cc(C(=O)Cc2cnn(-c3ccccc3)c2)c(O)cc1O	0	-0.5	-9	0.4	50*	-4	0.6	2.5	0.7
O=C(NCC1CCCN1S(=O)(=O)c1cccs1)C(=O)Nc1ccccc1F (configuration not stated)	0	0.5	1	-0.6	12	-8	-1.6	.	.
CCN1CCN(C(=O)CN(CC)S(=O)(=O)c2ccc(Cl)cc2)CC1	1	0.0	-3	-2.7	2	-5	-2.1	0.6	-0.3
CCC(=O)Nc1sc(Cc2ccccc2)c(C)c1C(N)=O	-1	0.2	-5	.	3	-4	-3.6	0.2	6.5
CCOC(=O)N1CCN(S(=O)(=O)c2ccc3c(c2)C(C)C(=O)N3)CC1 (configuration not stated)	-1	-1.2	-4	-0.2	-5	-12	-1.4	-2.3	-0.1
CCC(Sc1ccccc1C(=O)O)C(=O)O (configuration not stated)	-1	-0.6	5	0.1	5	-18	-0.8	3.1	-1.2
Cc1cc(=O)oc2cc(OCC(=O)N3CCC(C(N)=O)CC3)ccc12	27*	-0.8	-6	1.3	20	-9	-1.3	0.6	-0.3
Cc1ccc(S(=O)(=O)NCc2cccnc2)cc1	2	1.2	4	-0.5	-4	?	-1.9	6.5	-1.4
CCOC(=O)C1CCN(C(=O)c2cc3c(s2)-c2ccccc2OC3)CC1	85*	-1.4	8	-1.4	26	-14	-0.7	1.6	-1.1
COc1ccccc1NC(=O)C1=C(C)Nc2nnnn2C1c1ccccn1 (configuration not stated)	2	-0.4	1	-1.9	1	4	0.3	-0.5	-0.6
CCN(Cc1ccc(C#CCCO)cc1)CC1CCCN(CCc2cccc(OC)c2)C1 (configuration not stated)	-1	.	.	-0.9	2	.	-2.7	-1.5	-0.6
O=C(CSc1n[nH]c(-c2cccnc2)n1)OC1CCCCC1	-1	-0.7	1	.	1	-6	-0.9	-3.1	0.9
C=CCNc1cnn(-c2ccccc2)c(=O)c1Cl	2	0.8	1	.	5	0	2.5	2.1	-0.4
O=C(O)c1cc(O)c2c(c1)C(=O)c1cccc(O)c1C2=O	-5	0.4	-4	0.4	-7	8	3.1	4.2	-2.0
CCCSc1nsc(NC(=O)CC)n1	-2	-0.2	-6	.	-13	-4	-2.6	0.8	-0.1
Next part
SMILES	FBA Mtb inh	BoNT A protease	Anthrax LF prot	BioA inh	GDH-TPI counter	BoNT F protease	FadD28 FP inh	Mtb UGM inh	PfHsp40 yeast
CC(=O)NC(c1ccccc1)c1nc(-c2cnc3ccccc3c2)cs1 (configuration not stated)	3	0.0	-7	-1.8	12	-6	-0.5	.	.
COc1ccc(-c2nc3ccc(C)cn3c2Cc2ccccc2)cc1OC	90*	0.0	-3	22	.	-12	-8.5	.	.
O=C(COc1ccc2c3c(c(=O)oc2c1)CCC3)c1ccc2c(c1)OCO2	4	0.3	10	-0.9	7	-4	1.0	1.8	-1.0
O=C(COC(=O)c1ccc(S(=O)(=O)N2CCCC2)cc1)Nc1ccc(Cl)cc1	0	-0.5	8	-0.6	2	1	0.4	-2.7	0.1
O=c1c(N2CCOCC2)nsn1Cc1ccccc1	0	-0.8	-3	-1.4	0	-8	1.3	-2.0	23
COCCn1cnc2c1c(=O)n(CC(=O)NCC(F)(F)F)c(=O)n2Cc1ccccc1	-4	-1.1	-1	-0.5	6	-2	-1.9	-1.9	1.8
CC1CCCN(C(=O)CCS(=O)(=O)c2ccc3c(c2)n(C)c(=O)c(=O)n3C)C1 (configuration not stated)	7	0.0	0	-0.8	7	2	-1.5	.	-0.4
CC(=O)C(Cc1ccccc1)NC(=O)CCl (configuration not stated)	2	-0.6	0	.	3	-9	0.1	-0.1	1.0
C/C(=N\NC(=O)c1ccc2c(c1)OCCO2)c1ccccc1	1	2.8	1	-0.7	-15	?	-3.4	2.7	-0.1
COC(=O)C(C)Sc1nc2c(cnn2-c2ccc(C)cc2)c(=O)[nH]1 (configuration not stated)	2	0.4	4	-1.0	-12	-23	-2.0	0.6	-0.9
CCN(CC(O)c1cccc(O)c1)C(=O)C12CC3CC(CC(C3)C1)C2 (configuration not stated)	-1	-3.6	-10	1.2	1	-26	-4.8	1.5	-0.3
COC(=O)Cc1c(C)c2c(OCc3nn[nH]n3)cc(C)cc2oc1=O	172*	-3.1	-15	-4.5	24	0	-0.5	-1.0	-0.4
COc1ccc(C2SCCN2S(=O)(=O)c2ccccc2)cc1 (configuration not stated)	-2	-0.7	0	.	-5	-5	-6.6	1.3	10.0
CN(C)CCCNC(=S)Nc1ccc(Br)cc1	2	1.6	14	-3.0	6	?	-0.5	-0.3	-1.5
COc1ccc(C2CC(c3c(-c4ccccc4)c4cc(Cl)ccc4[nH]c3=O)=NN2S(C)(=O)=O)cc1OC (configuration not stated)	0	-0.3	-5	-0.4	6	2	-4.4	1.7	-2.0
CNc1nc(N(C)C)nc(N(C)C)n1	-1	-0.1	-12	-0.6	1	7	-0.8	0.5	0.0
COc1ccc(NC(=O)c2ccc(-c3csc(C)n3)cc2)cc1	0	.	.	-3.4	13	.	0.1	4.5	-1.4
COc1cccc(-n2cc3c(c2-c2ccccc2)c(=O)n(C)c(=O)n3C)c1	6	1.3	4	0.3	-10	6	-4.7	0.5	1.1
O=Cc1ccc(OCC(=O)N2CCc3ccccc32)c(Br)c1	4	-1.5	0	-1.1	1	0	0.0	.	-0.8
O=C(NC(Cc1ccccc1)C(=O)O)/C(=C\c1ccco1)NC(=O)c1ccc(Br)cc1 (configuration not stated)	6	0.1	-2	.	8	-10	5.1	-0.7	-0.7
COc1ccc(CNC(=O)COc2ccc([N+](=O)[O-])cc2)cc1	-4	2.3	-9	5.6	-11	5	-4.6	-0.9	25
COC(=O)c1nnn(-c2nonc2N)c1CSc1nnc(N)s1	10	-0.1	-3	.	-6	-4	-2.2	-0.9	14
O=C(O)/C(=C\c1ccco1)NC(=O)c1ccc(Br)o1	-1	0.4	4	0.0	7	-4	-1.8	5.6	-1.1
COc1ccc(N2CCN(CC(=O)Nc3ccc(-n4cnnn4)cc3)CC2)cc1	2	-0.7	-5	0.7	3	2	-1.5	-0.6	1.5
CCN(C[C@H]1N[C@@](CC)(C(=O)OC)[C@H]2C(=O)N(Cc3ccccc3)C(=O)[C@@H]12)C(=O)Nc1ccc(Cl)cc1	0	-0.1	1	-1.5	4	1	-1.5	.	-0.5

Quoted from the listing.
Value of O=C(NC(Cc1ccccc1)C(=O)O)/C(=C\c1ccco1)NC(=O)c1ccc(Br)cc1 (configuration not stated) under FadD28 FP inh: 5.1
Value of CC(=O)C(Cc1ccccc1)NC(=O)CCl (configuration not stated) under PfHsp40 yeast: 1.0
Value of CN(C)CCCNC(=S)Nc1ccc(Br)cc1 under FBA Mtb inh: 2

Whole records, quoted from the list. Screens in order: FBA Mtb inh	BoNT A protease	Anthrax LF prot	BioA inh	GDH-TPI counter	BoNT F protease	FadD28 FP inh	Mtb UGM inh	PfHsp40 yeast
`O=C(COc1ccc2c3c(c(=O)oc2c1)CCC3)c1ccc2c(c1)OCO2` as listed: 4	0.3	10	-0.9	7	-4	1.0	1.8	-1.0
`CCN(CC(O)c1cccc(O)c1)C(=O)C12CC3CC(CC(C3)C1)C2` (configuration not stated) as listed: -1	-3.6	-10	1.2	1	-26	-4.8	1.5	-0.3
`O=c1c(N2CCOCC2)nsn1Cc1ccccc1` as listed: 0	-0.8	-3	-1.4	0	-8	1.3	-2.0	23
`COc1ccc(CNC(=O)COc2ccc([N+](=O)[O-])cc2)cc1` as listed: -4	2.3	-9	5.6	-11	5	-4.6	-0.9	25
`CCN(C[C@H]1N[C@@](CC)(C(=O)OC)[C@H]2C(=O)N(Cc3ccccc3)C(=O)[C@@H]12)C(=O)Nc1ccc(Cl)cc1` as listed: 0	-0.1	1	-1.5	4	1	-1.5	.	-0.5

Next part
SMILES	FBA Mtb inh	BoNT A protease	Anthrax LF prot	BioA inh	GDH-TPI counter	BoNT F protease	FadD28 FP inh	Mtb UGM inh	PfHsp40 yeast
CC(C)N1C(=O)/C(=C\c2nc3ccccc3c(=O)[nH]2)c2ccccc21	-4	-1.6	-1	0.7	4	-15	-2.3	3.2	1.6
Cc1cc(-c2ccc(C)c(S(=O)(=O)NCC3CCN(Cc4ccccc4F)CC3)c2)on1	-3	-0.7	-2	-1.5	-9	5	-4.2	-0.2	-0.5
COC(=O)c1cccc(NC(=O)CSc2nc(C)cc(=O)[nH]2)c1	6	1.9	1	0.1	-12	0	-1.3	2.6	-1.4
Cc1ccc[n+](CC(=O)Nc2nc3ccccc3s2)c1	5	-0.4	3	.	-3	-5	0.0	0.4	0.5
COc1ccc(NC(=O)N(C)C[C@H]2OCc3cnnn3CCCC(=O)N([C@H](C)CO)C[C@@H]2C)cc1	3	-0.6	0	-1.4&-1.8&0.7	1	-12	-1.7	.	.
COc1cccc(/C=N/Nc2nc3ccccc3[nH]2)c1OC	-1	-1.7	-10	.	14	-19	-2.3	-0.4	0.0
Cc1ccc(CNC(=O)C(=O)NCC2OCCN2C(=O)c2ccc(Cl)cc2)cc1 (configuration not stated)	0	0.0	-6	-0.5	7	-8	-3.2	-0.8	-0.6
COC(=O)/C(=N/Nc1ccccc1C)N1CCCc2ccccc21	3	0.1	-4	.	11	-15	-0.5	1.5	-0.6
COc1ccccc1-n1c(=O)c2c3c(sc2n2c(SC)nnc12)CCC3	4	0.8	-2	3.0	2	2	-3.8	1.0	0.4
Clc1ccc(Oc2cnns2)c(Cl)c1	3	-0.8	-2	-2.5	4	-14	-0.8	0.9	0.4
Cc1ccc(SC(C)C(=O)Nc2c(C)n(C)n(-c3ccccc3)c2=O)cc1 (configuration not stated)	-1	0.5	-1	0.9	-2	10	-1.9	-1.5	-0.8
O=C(Nc1cccc(-c2nc3cccnc3s2)c1)c1cccnc1Cl	11	0.1	-7	35	6	2	-15	-1.2	8.0
Cc1cc(-c2n[nH]c(=S)n2/N=C/c2cccc([N+](=O)[O-])c2)n[nH]1	1	-0.1	0	.	5	0	-1.1	0.6	-0.3
CC(C)(C)c1ccccc1OCCCCN1CCCC1	-1	-0.5	3	2.0	-5	-1	-1.5	0.4	-0.2
COc1ccc(NC2CCCN(C(=O)CCc3cn[nH]c3)C2)cc1 (configuration not stated)	-2	-0.6	-1	1.6	4	2	1.0	-0.6	-0.5
COc1cccc(N2CCN(C(=O)CN3C(=O)NC4(CCCC4)C3=O)CC2)c1	1	-2.3	-3	0.2	-2	-10	-0.4	3.9	-1.2
O=C(Cn1nnc2c(cnn2-c2ccc(F)cc2)c1=O)Nc1ccccc1C(F)(F)F	4	0.3	0	.	6	1	-1.0	0.2	-1.8
Cc1ccnc2nc(C(=O)OCC(=O)N3CCc4ccccc43)nn12	6	-0.1	0	.	1	2	1.0	-0.8	-0.9
